HUVEC tox IL1B = cytotoxicity in IL-1B stimulated HUVEC, primary screen, cytotoxicity control for IL-1B NFkB translocation project, imaging, Hoechst nuclear count, IL-1B stimulus | hit rate 0.41% among 94,000 | cell count reduction, % at 2 µM | AID 845, 2007 | HUVEC cell count loss;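 active = cell count reduction more than 3 SD above the screen-wide mean, cut at about 70% in these data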;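 note: normalized per plate to untreated control cells as the no-loss baseline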
VCAM1 TNFa inh = inhibitors of TNFa-induced VCAM1 expression, primary screen, imaging, HUVEC, TNFa stimulus, immunofluorescence. inhibition, % at 2 µM. hit rate 0.48% among 95,000. AID 802, 2007. HUVEC TNFa-induced VCAM-1 immunofluorescence, high-content imaging;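 active = inhibition above the batch mean plus 3 SD, with images confirmed as a hit by eye, cut at about 37% in these data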;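 note: 0% = TNF-stimulated DMSO wells and 100% = unstimulated control wells; not every result past the cut was called active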
sEH inhibitor = soluble epoxide hydrolase inhibitors, primary screen, biochemical, human sEH; hit rate 0.34% among 91,000; inhibition, % at 2 µM; recombinant human sEH enzymatic activity assay; Bifunctional epoxide hydrolase 2 (Homo sapiens), P34913; in the data active = inhibition above about 80%; note: values of inactives mirror those of a sister screen read the other way; many of its hits are not listed in these tables
ERb coact inh = inhibitors of ERβ-SRC1 coactivator interaction, primary screen, biochemical, TR-FRET, ERβ LBD, SRC-1 peptide | Estrogen receptor beta (Homo sapiens), Q92731 | TR-FRET ER-beta LBD / SRC1-Cy5 peptide binding; receptor agonist-loaded with 1 µM estradiol | inhibition, % at 25.6 µM | hit rate 1.3% among 86,000;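 active = compounds whose percent inhibition of the receptor-coactivator binding signal exceeds about 50% in the single-dose screen, limit read from the data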;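 note: 0% = receptor plus peptide wells without compound and 100% = peptide-only wells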
Target sequence (Q92731 whole entry, looked up, the tested form may be a part): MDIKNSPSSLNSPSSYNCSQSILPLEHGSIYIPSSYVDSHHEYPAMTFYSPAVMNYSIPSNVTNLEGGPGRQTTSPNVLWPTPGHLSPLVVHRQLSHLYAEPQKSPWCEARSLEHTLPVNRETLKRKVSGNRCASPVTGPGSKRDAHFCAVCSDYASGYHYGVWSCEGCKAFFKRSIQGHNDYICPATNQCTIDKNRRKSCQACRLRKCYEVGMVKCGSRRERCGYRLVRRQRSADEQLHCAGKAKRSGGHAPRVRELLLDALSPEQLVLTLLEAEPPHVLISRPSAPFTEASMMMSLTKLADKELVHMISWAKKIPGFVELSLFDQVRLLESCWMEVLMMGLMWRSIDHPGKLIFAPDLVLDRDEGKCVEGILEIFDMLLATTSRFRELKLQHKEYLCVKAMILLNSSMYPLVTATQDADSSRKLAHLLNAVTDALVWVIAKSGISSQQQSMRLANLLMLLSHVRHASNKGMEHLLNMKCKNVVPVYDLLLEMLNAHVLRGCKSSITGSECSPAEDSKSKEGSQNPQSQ
TNFa cytotox = cytotoxicity in TNFa-stimulated HUVEC, primary screen, cytotoxicity control for VCAM1 expression modulator project, imaging, Hoechst nuclei count; HUVEC TNFalpha-stimulated, Hoechst cell count; cell count reduction, % at 2 µM; hit rate 0.17% among 93,000;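 active = cell count reduction exceeding the screen mean by over 5 SD, scaled to untreated wells per plate, cut at about 78% in these data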;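 note: cells counted after 24 h of TNF alpha exposure following the 1 h pretreatment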
sEH activator = soluble epoxide hydrolase activators, primary screen, biochemical, human sEH; Bifunctional epoxide hydrolase 2 (Homo sapiens), P34913; purified human sEH enzymatic activity, activator screen; activation, % at 2 µM; hit rate 0.04% among 91,000; AID 717, 2007; in the data active = activation above about 37%; note: values of inactives mirror those of a sister screen read the other way
Smad3 inh = Smad3/FoxH1 peptide binding inhibitors, primary screen, biochemical, TR-FRET | Mothers against decapentaplegic homolog 3 (Homo sapiens), P84022 | TR-FRET Smad3/Dy647-FoxH1 peptide binding, europium anti-His | inhibition, % at 25 µM | hit rate 0.29% among 88,000 | AID 630, 2007;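 active = compounds that reduce the energy-transfer binding signal between the protein and its labelled peptide by more than half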;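 note: 0% = Smad3 plus labelled peptide maximal FRET and 100% = peptide-only background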
Target sequence (P84022 whole entry, looked up): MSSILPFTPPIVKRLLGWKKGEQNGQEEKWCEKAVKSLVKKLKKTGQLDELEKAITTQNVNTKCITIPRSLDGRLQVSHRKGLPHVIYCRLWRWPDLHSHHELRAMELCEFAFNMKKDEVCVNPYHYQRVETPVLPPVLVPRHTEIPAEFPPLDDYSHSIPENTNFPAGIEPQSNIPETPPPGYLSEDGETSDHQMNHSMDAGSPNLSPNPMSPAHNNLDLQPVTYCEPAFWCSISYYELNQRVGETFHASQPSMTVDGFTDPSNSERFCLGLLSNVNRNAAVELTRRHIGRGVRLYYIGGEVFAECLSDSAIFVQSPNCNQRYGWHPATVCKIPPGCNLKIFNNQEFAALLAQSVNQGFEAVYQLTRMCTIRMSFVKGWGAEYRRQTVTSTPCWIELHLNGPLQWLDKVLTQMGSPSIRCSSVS
Calb biofilm kill = clotrimazole potentiators killing Candida biofilms, primary screen, with clotrimazole, Alamar Blue | C. albicans biofilm + clotrimazole | inhibition, % at 6 µM | hit rate 0.14% among 85,000 | AID 834, 2007;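 active = inhibition above 20%; inactive = inhibition below 20%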;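 note: preformed 24 hr biofilms exposed to compound for 48 hr; 0% = biofilm without compound and 100% = blank killed by clotrimazole plus chlorhexidine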
cytoskel mod = modifiers of F-actin cytoskeleton organization, primary screen, imaging, HUVEC, phalloidin staining, high-content imaging. hit rate 0.18% among 91,000. HUVEC TNFa F-actin phalloidin imaging. inhibition, % at 2 µM;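 active = inhibition above the batch mean plus 3 SD and confirmed as a hit by visual image inspection, cut at about 30% in these data, passing the limit was not always enough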; note: strong numbers were not always called active
* = called active by the depositor; . = no result given; [ ] = another dose, or the depositor's remark. Only part of the results is shown; count on the stated rates, not on these rows.

SMILES	HUVEC tox IL1B	VCAM1 TNFa inh	sEH inhibitor	ERb coact inh	TNFa cytotox	sEH activator	Smad3 inh	Calb biofilm kill	cytoskel mod
COc1cccc(OC)c1C(=O)Nc1ccc(S(=O)(=O)Nc2cc(C)nc(C)n2)cc1	7	1	-9	0	10	7	-4	2	-10
CCC(C)[C@@H](C(=O)NCC1CCC(C(=O)O)CC1)n1nnc2ccccc2c1=O (stereo partly specified)	17	4	1	-12	-5	-1	-1	0	14
Cc1ccc(-c2nnc(CSc3nnc(COc4ccccc4)n3-c3ccccc3)o2)cc1	7	-2	-15	-1	8	16	5	3	6
CCn1c(SCC(=O)Nc2cc(C)on2)nnc1-c1ccc(S(=O)(=O)N2CCN(C)CC2)cc1	3	-4	-9	-15	-19	7	6	6	.
COc1ccc(C(=O)CN2C(=O)NC(C)(c3ccccc3)C2=O)cc1OC (stereo unspecified)	-11	2	-1	1[fluorescence artefact?]	0	2	3	9	-2
CC1=NN(S(=O)(=O)c2ccc(F)cc2)C(=O)c2ccccc2O1	-9	8	6	2	-16	-7	6	0	16
Cc1noc(C)c1CSc1nc2ccccc2nc1NS(=O)(=O)c1ccc(Cl)cc1	-4	-6	-1	-1	-18	1	13[fluorescence artefact?]	2	9
CCN(CC)CCOc1ccc2c(c1)C(=NO)c1cc(OCCN(CC)CC)ccc1-2	-11	13	10	19[fluorescence artefact?]	5	-8	-13	5	-21
Nc1nonc1-n1nnc(C(=O)c2ccccc2)c1-c1ccccc1	6	2	4	-4	-25	-4	7	5	17
CCOc1ccc(Nc2nc(Cc3nnc(SCC(=O)NC4CCCC4)n3C)cs2)cc1	-18	-18	11	.	0	-12	.	.	4
Cc1ccc(NC(=O)C2CCN(C(=O)NC3CCCCC3)CC2)cc1Cl	-38	26	27	-4	-10	-28	-1	0	0
N#Cc1ccc(-c2csc(NNC(=O)c3ccccc3)n2)cc1	-8	5	-3	.	-4	3	.	.	16
O=C(NNC(=O)c1cc(-c2ccc(Cl)c(Cl)c2)nc2ccccc12)Nc1ccccc1	-16	-13	7	.	19	-6	.	.	-6
COC(=O)c1ccccc1NC(=O)CCS(=O)(=O)c1ccc(Br)s1	8	7	-8	-5	1	5	1	-2	.
COc1cc(C)c(Br)cc1S(=O)(=O)NCc1ccccc1	-13	7	0	.	6	2	.	.	8
c1ccc2[nH]c(-c3nc4ccccc4[nH]3)nc2c1	-32	-4	-7	19[fluorescence artefact?]	3	5	7	6	-30
Nc1nonc1-n1nnc(C(=O)O)c1-c1cccs1	24	16	-1	-9	11	1	-3	0	2
COc1ccc(S(=O)(=O)N(C)c2ccc(C(=O)N3CCOCC3)cc2)cc1	3	-13	2	2	-27	-4	5	7	-7
CCOC(=O)NC(Nc1sc2c(c1C(=O)OC)CCN(C)C2)(C(F)(F)F)C(F)(F)F	-46	-14	-14	-8	-22	14	-5	2	23
O=C(NN=C1C2CC3CC(C2)CC1C3)c1cccs1	-64	-11	43	-2	9	-43	0	-5	-9
COc1ccc(Cc2nnc(SCC(=O)NC(C)c3ccccc3)o2)cc1 (stereo unspecified)	-24	-9	15	-9	-3	-15	-1	1	-6
COc1ccc(S(=O)(=O)Nc2nnc(C)s2)cc1	48	-2	2	.	0	-1	.	.	7
COC(=O)COc1ccc(NC(=O)C2CCCO2)cc1 (stereo unspecified)	9	-11	-16	-20[fluorescence artefact?]	-3	18	2	8	-7
CC(C)(NC(=O)N1CCCC1)c1cccc(C(C)(C)NC(=O)N2CCCC2)c1	-7	0	5	.	.	-6	.	.	5
CC1(C)C(=O)NCCN1C(=O)CCC(=O)O	-53	.	10	-25	.	-5	0	3	.
FCCCOc1ccc(-c2nccc(-c3ccc(Cl)cc3)n2)cc1	-34	5	2	.	-12	1	.	.	-1
Cc1ncsc1C(=O)NCc1ccc(N2CCCC2=O)cc1	-18	-19	-14	-2[fluorescence artefact?]	-7	15	4[fluorescence artefact?]	5	0
COc1ccc(N(CC(=O)NN=C2CCCC2)S(=O)(=O)c2ccccc2)cc1	34	-2	-1	.	-8	3	.	.	6
NC(=O)CSc1nnc(Cc2ccc3c(c2)OCO3)n1C1CCCCC1	-21	2	0	3	-15	-2	11[fluorescence artefact?]	8	6
CN(CC(=O)Nc1ccc(F)c(F)c1)S(=O)(=O)c1cccc2nsnc12	.	.	-2	-7	.	2	10	10	.

In another format: entries from further up.
The line under a structure holds: HUVEC tox IL1B	VCAM1 TNFa inh	sEH inhibitor	ERb coact inh	TNFa cytotox	sEH activator	Smad3 inh	Calb biofilm kill	cytoskel mod
COc1ccc(S(=O)(=O)Nc2nnc(C)s2)cc1
 : 48	-2	2	.	0	-1	.	.	7
COC(=O)COc1ccc(NC(=O)C2CCCO2)cc1 (stereo unspecified)
 : 9	-11	-16	-20[fluorescence artefact?]	-3	18	2	8	-7

Later entries.
SMILES	HUVEC tox IL1B	VCAM1 TNFa inh	sEH inhibitor	ERb coact inh	TNFa cytotox	sEH activator	Smad3 inh	Calb biofilm kill	cytoskel mod
O=C(Nc1cccnc1)C(Cc1ccccc1)n1cccc1 (stereo unspecified)	10	2	10	-1	-9	-8	0	15	-7
O=C(Nc1ccc(N2CCOCC2)c(Cl)c1)c1cc2ccccc2o1	22	5	4	-4	-3	1	-6	-4	17
O=C(Nc1ccc(Cl)c(Cl)c1)c1ccncc1	-16	1	11	-7	-14	-12	-1	10	-13
COc1cc(CN2CCC(C(=O)NC3CCCC3)CC2)cc(Br)c1O	29	-7	-13	-2[fluorescence artefact?]	25	11	17	2	-34
Cc1cc(NS(=O)(=O)c2ccc(NC(=O)NC3CCCCC3)cc2)no1	13	-1	54	0	-3	-54	-4	5	14
CCn1nnc(NC(=O)c2c(OC)cccc2OC)n1	1	-7	6	.	2	-3	.	.	-18
O=C1CSC(c2cn(-c3ccccc3)nc2-c2cc3ccccc3oc2=O)N1Cc1cccnc1 (stereo unspecified)	6	11	11	-4	-4	-15	-4	-1	.
O=C(OCC(=O)N1CCCc2ccccc21)c1ccc(Br)o1	0	-21	10	7	7	-7	2	4	-19
CCOCCOC(=O)c1ccc(-n2cncn2)nc1	-22	2	8	0[fluorescence artefact?]	-7	-8	3	2	-18
CCOC(=O)C(=O)/C(C#N)=C/Nc1ccc(F)cc1	-17	13	2	-1	-41	-1	4	4	13
Cc1ccc(S(=O)(=O)NC2=C(N3CCN(c4ccccc4F)CC3)C(=O)c3ccccc3C2=O)cc1	-8	8	-23	.	-25	26	.	.	19
Cc1c(NC(=O)CSc2nc(-c3ccco3)cc(C(F)(F)F)n2)c(=O)n(-c2ccccc2)n1C	-32	0	3	.	0	0	.	.	9
Cc1nc2ccc(NC(=O)Cc3ccsc3)cc2s1	-135	-1	-13	3	-16	11	-15	5	5
Cc1c(NC(C)c2cc(Cl)ccc2O)c(=O)n(-c2ccccc2)n1C (stereo unspecified)	-87	-5	-3	-5	-6	1	14[fluorescence artefact?]	9	15
COC(=O)c1sccc1NC(=O)Nc1ccc(Cl)c(Cl)c1	-15	5	2	.	3	1	.	.	9
CCN(CC)c1ccc(NC(=O)COC(=O)CCC(=O)c2ccc(F)cc2)cc1	18	15	10	.	-14	-9	.	.	0
CCOC(=O)c1nnn(-c2nonc2N)c1-c1ccc(OC)cc1	-32	-8	-8	7[fluorescence artefact?]	-11	10	-3	5	.
CN(C)C(CN1C(=O)C2CC=CCC2C1=O)c1cn(C)c2ccccc12 (stereo unspecified)	-27	16	13	-3	-22	-11	-3	4	0
CC(C)(C)C(=O)N(CCN(C(=O)C(C)(C)C)c1ccccc1)c1ccccc1	-12	26	13	-4	8	-14	-4	13	-8
O=C(CCSc1nnc2ccccn12)Nc1ccc(F)cc1	-7	5	9	12	0	-7	-7	6	2
CC(=O)NC(CCS(C)(=O)=O)C(=O)Nc1ccccc1 (stereo unspecified)	9	-14	2	3	3	-4	12	3	-4
CCN(CC)Cc1c(C(=O)OC(C)C)nnn1-c1nonc1N	26	1	-10	11	-15	14	5	3	5
C/C(=N\O)c1c(C)c2ccccc2n1C	0	-17	.	-14	-15	.	-4	8	-18
O=C(NC1CCCC1)C(c1ccsc1)N(C(=O)Cc1cccs1)c1ccc(F)cc1 (stereo unspecified)	13	-5	8	.	-3	-6	.	.	27
COC(=O)c1cc2c([nH]c3ccccc32)c(C)n1	24	-15	-16	8	-12	16	-5	9	-3
CCC(=O)Nc1ccc2c(c1)C(=O)N(C1CCCCC1)C2=O	-15	21	6	4[fluorescence artefact?]	-2	-7	-2	2	-11
CCn1c(=O)n(CCc2ccccc2)c(=O)c2c3c(sc21)CCCC3	4	-5	18	3[fluorescence artefact?]	-1	-15	5	6	-10
CCOC(=O)c1c(C)oc2ccc(NS(=O)(=O)c3cccs3)cc12	-8	-3	-22	7	9	16	0[fluorescence artefact?]	-5	-24
Cc1ccc(CSc2nnc(-c3ccco3)n2N)cc1	-42	7	8	-4[fluorescence artefact?]	-19	-6	11	9	.
CC1=CCC2C(=O)N(c3cc(C)on3)C(=O)C2C1 (stereo unspecified)	-38	0	-1	-6	.	4	2	5	5
CCOC(=O)CNC(=O)c1sc(NC(=O)c2ccccc2)nc1C	-6	-6	12	-22[fluorescence artefact?]	7	-13	20	5	-22
COc1cc(NC(=O)CSc2nnc(C)s2)cc(OC)c1	-20	-9	-7	-12	-22	7	12[fluorescence artefact?]	0	-36
COc1ccccc1NC(=O)CCC(=O)Nc1nnc(C(F)(F)F)s1	-6	2	-9	3	-28	6	-14	-3	-6
CC(=O)OC(Cn1ccnc1)c1ccccc1 (stereo unspecified)	2	6	7	-6	-39	-5	-3	2	2
CCCCN(CC)c1nc(N)c2c(N)nc(OCC)cc2c1C#N	5	3	11	4	-55	-11	-23	-1	.
Cc1ccsc1C1C(C(=O)O)c2ccccc2C(=O)N1C (stereo unspecified)	14	20	.	.	-21	.	.	.	6
Cc1ccc(-n2ncc3c(N4CCC5(CC4)OCCO5)ncnc32)c(C)c1	13	13	.	24[fluorescence artefact?]	-40	.	-7	11	0
CCc1c(C(=O)OC)nnc2cc(C)nn12	-5	9	2	.	-7	-1	.	.	-11
CCN1C(=O)CS/C1=N\c1nccs1	-5	.	-6	5	.	7	4	2	16
Cn1nc(C(F)(F)F)c(C(=O)Nc2ccc(C(F)(F)F)cc2)c1Cl	-30	2	14	.	0	-13	.	.	2
CC(C)Oc1cccc(C(=O)NC(=S)N2CCN(c3ccc(C(F)(F)F)cc3[N+](=O)[O-])CC2)c1	-62	10	11	.	-4	-9	.	.	-44
O=C(Nc1ccc(Cn2cccn2)cc1)c1ccc(COc2cccc(Br)c2)cc1	1	10	68	.	7	-67	.	.	-18
Cc1nnc(SCc2ccc(Cl)cc2)n1CC1CCCO1 (stereo unspecified)	-17	-19	1	-11	-4	-3	5	5	6
Cc1onc(-c2ccccc2Cl)c1C(=O)Nc1ccccc1C(=O)NC(C)C	-14	6	.	2	-19	.	2	6	6
CCOC(=O)C1=C(C)N(C)C(=O)NC1c1c(C)nn(-c2ccccc2)c1C (stereo unspecified)	14	1	-5	-2	-15	8	5	2	-12
COc1ccc(NC(=O)c2cc(CN3C(=O)c4ccccc4C3=O)ccc2OC)cn1	-24	0	-26	47[fluorescence artefact?]	-5	26	-7[fluorescence artefact?]	6	-10
O=C(OC(C(=O)NCC1CCCO1)c1ccc(F)cc1)c1ccco1 (stereo unspecified)	9	10	1	-2[fluorescence artefact?]	-18	1	9	4	12

From PubChem BioAssay
